PPC-1+TRAIL kill – compounds killing PPC-1 cancer cells with TRAIL present, primary screen, TRAIL potentiator project, ATPLite luminescence, uHTS; PPC-1 cells + TRAIL, ATPLite viability luminescence; cell killing (% activity), % at 4 µM; 220,000 compounds, 0.41% hits;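 active = cell killing above 50% in the first pass at 4 µM, then a duplicate retest at 5 µM averaging 50% or more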;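 note: plate controls were cells with TRAIL plus DMSO for no effect and medium-only wells lacking cells for full effect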
NPY-Y1 antag – NPY-Y1 receptor antagonists, primary screen, cell-based; 200,000 compounds, 1% hits; AID 1040, 2008; Neuropeptide Y receptor type 1 (Homo sapiens), P25929; inhibition, % at 3.6 µM; HEK293-CNG Y1 cells, membrane potential fluorescence; NPY at EC95, then isoproterenol;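 active = inhibition above the campaign mean inhibition of all tested compounds plus 3 SD, cut at about 20% in these data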;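 note: 0% = DMSO wells given NPY plus isoproterenol and 100% = isoproterenol alone without NPY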
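Assay system: HEK293 cells with Y1 receptor plus CNG channel | Probe or stimulus: NPY (25 nM), isoproterenol (1 µM), Ro 20-1724 (25 µM) | Timing: Compound incubation 1 h at room temperature, readout 45 min post-stimulation | Measured by: Membrane-potential fluorescent dye readout | Benchmarks: High control isoproterenol alone, low control NPY with isoproterenol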
PGE2 EP2 inh – human EP2 receptor antagonists, primary screen, TR-FRET cAMP, C6 glioma cells; Prostaglandin E2 receptor EP2 subtype (Homo sapiens), P43116; C6 glioma cells expressing human EP2; cells stimulated with saturating PGE2; inhibition, % at 25 µM; 260,000 compounds, 0.52% hits;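 active = percent inhibition above 40 after rounding to a whole number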;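 note: rat C6 glioma host cells with rolipram phosphodiesterase inhibitor present; the protocol text gives 20 µM as final concentration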
CHOP inh – inhibitors of CHOP promoter induction, primary screen, cell-based, unfolded protein response, luciferase reporter; CHO-K1 CHOP-promoter luciferase, tunicamycin-induced, 15-18 h; inhibition, % at 10 µM; 220,000 compounds, 3.8% hits; AID 2732, 2010;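 active = compounds that reduced the stress-induced luciferase reporter signal by more than about 70% of percent inhibition, limit read from the data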;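 note: 0% = tunicamycin plus vehicle and 100% = wells without tunicamycin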
TRPN1 ag – zebrafish TRPN1 channel agonists, primary screen, cell-based, HEK293, calcium fluorescence; transient receptor potential cation channel N1 (TRPN1/NompC), Danio rerio; HEK293 zebrafish TRPN1-YFP, Fluo-8 calcium fluorescence; 100% = response to 87 µM carbachol; activation, % at 3 µM; 220,000 compounds, 0.18% hits;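 active = activation above its plate's cutoff, the mean activation of test wells on that plate plus 3 SD, cut at about 19% in these data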;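 note: 0% = DMSO alone and 100% = 87 µM carbachol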
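Material: zebrafish TRPN1-YFP in HEK293 cells. Doses: one dose of 3 µM, 0.3% DMSO. Incubation: dye 1 h 37 °C plus 30 min RT. Measured by: intracellular calcium fluorescence with Fluo-8.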
14-3-3 Bad PPI – inhibitors of 14-3-3 zeta/Bad binding, primary screen, biochemical, TR-FRET, bovine 14-3-3 zeta; 220,000 compounds, 0.71% hits; TR-FRET 14-3-3zeta/Dy647-pBad peptide displacement, 1 h; AID 781, 2007; inhibition, % at 21.7 µM; 14-3-3 protein zeta/delta (Bos taurus), P63103;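 active = inhibition above about 70%, limit read from the data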;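 note: 0% = full 14-3-3 plus peptide FRET controls and 100% = background without 14-3-3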
Target sequence (P63103 whole entry, looked up): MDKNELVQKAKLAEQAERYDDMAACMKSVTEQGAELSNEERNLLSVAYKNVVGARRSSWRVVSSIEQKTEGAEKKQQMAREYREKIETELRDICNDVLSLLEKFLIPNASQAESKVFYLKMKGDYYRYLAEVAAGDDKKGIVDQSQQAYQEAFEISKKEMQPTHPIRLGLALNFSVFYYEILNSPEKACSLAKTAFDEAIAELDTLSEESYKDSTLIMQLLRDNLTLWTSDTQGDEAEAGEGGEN
NPY1 pot ag – NPY-Y1 receptor potentiators or agonists, primary screen, cell-based; Neuropeptide Y receptor type 1 (Homo sapiens), P25929; NPY-Y1 expressing cells, potentiator/agonist activation; activation, % at 3.6 µM; 220,000 compounds, 0.37% hits; AID 1304, 2008; in the data active = activation above about 33%, passing the limit was not always enough;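 note: cells stimulated with NPY at EC10 then isoproterenol at EC100; 0% = low agonist plus stimulus and 100% = saturating agonist plus stimulus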
TRPML3 ag – human TRPML3 channel agonists, primary screen, cell-based, HEK293 TRPML3-YFP, Fluo-8 calcium fluorescence, 3 µM | Mucolipin-3 (Homo sapiens), Q8TDD5 | 100% = the carbachol control signal | activation, % at 3 µM | 220,000 compounds, 0.29% hits;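 active = activation above its plate's cutoff, the mean activation of the plate's test wells plus 3 SD, cut at about 12% in these data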;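 note: 0% = DMSO only wells and 100% = carbachol wells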
Target sequence (Q8TDD5 whole entry, looked up): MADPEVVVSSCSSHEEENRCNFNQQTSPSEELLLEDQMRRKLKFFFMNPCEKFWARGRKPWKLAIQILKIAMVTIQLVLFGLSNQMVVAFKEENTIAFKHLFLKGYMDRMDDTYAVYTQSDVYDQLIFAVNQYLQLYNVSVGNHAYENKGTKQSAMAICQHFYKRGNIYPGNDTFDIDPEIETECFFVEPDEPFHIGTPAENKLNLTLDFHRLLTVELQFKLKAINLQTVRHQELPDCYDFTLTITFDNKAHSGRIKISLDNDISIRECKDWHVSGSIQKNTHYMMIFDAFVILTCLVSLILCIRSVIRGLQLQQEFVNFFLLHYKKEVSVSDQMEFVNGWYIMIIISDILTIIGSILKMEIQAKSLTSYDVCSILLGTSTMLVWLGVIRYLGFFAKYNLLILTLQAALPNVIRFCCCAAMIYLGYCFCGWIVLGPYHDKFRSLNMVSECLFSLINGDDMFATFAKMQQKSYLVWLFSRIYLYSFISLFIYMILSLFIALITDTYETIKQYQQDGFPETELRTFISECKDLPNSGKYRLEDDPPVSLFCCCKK
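Test system: TRPML3-YFP stable HEK293 cells. Doses: single point at 3 µM. Incubation: dye loading 1 h 37 °C then 30 min ambient, 125 s read. Signal: Fluo-8 calcium dye fluorescence, ex 470-495, em 515-575 nm. Measure: percent activation from peak-to-basal fluorescence ratio, scaled between DMSO and carbachol.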
EP2 modulator – EP2 receptor modulators, cAMP readout, primary screen, cell-based, HTRF cAMP, PGE2 stimulation | Prostaglandin E2 receptor EP2 subtype (Homo sapiens), P43116 | EP2-expressing cells, cAMP HTRF FRET, PGE2 co-stimulation | induction, % at 25 µM | 260,000 compounds, 0.83% hits;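 active = compounds whose cAMP rise, as percent of the full-agonist control response, exceeds 60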;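 note: rat C6 glioma line stably carrying human EP2 under a CMV promoter; the protocol text gives 20 µM as final concentration; 100% = response of wells given 1 µM PGE2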
An asterisk follows results filed as active; nt = not tested or not shown; [ ] = remark or other dose. Not all compounds are listed (hit frequency here may not be typical).

SMILES	PPC-1+TRAIL kill	NPY-Y1 antag	PGE2 EP2 inh	CHOP inh	TRPN1 ag	14-3-3 Bad PPI	NPY1 pot ag	TRPML3 ag	EP2 modulator
COc1cccc(/C=N/NC(=O)CNC(=O)c2ccc(S(=O)(=O)N3CCCC3)cc2)c1OC	28	-1	6	-3	-0.8	3	20	0.3	6
Cc1ccc([N+](=O)[O-])cc1S(=O)(=O)N(C(=O)c1ccncc1)c1ccc2oc3c(c2c1)CCCC3	0	13	4	32	-1.5	10[fluorescence artefact?]	-11	-0.2	-54
Cc1cccc(-n2ncc3c(NCCc4ccc(S(N)(=O)=O)cc4)ncnc32)c1	6	-6	14	9	1.8	27	12	-0.2	-18
COc1cc(C(=O)NCc2nnc(SCC(=O)Nc3nc4ccc(C)cc4s3)o2)cc(OC)c1OC	5	4	8	-36	0.1	8	4	-0.1	17
O=C(CCC(=O)c1ccc(F)cc1)Nc1cccc(S(=O)(=O)Nc2cccc(Cl)c2)c1	34	-5	8	49	-0.8	-6[fluorescence artefact?]	26	-0.1	-45
CCN1CCc2nc3ccccc3c(C(=O)Nc3ccc(C#N)cc3)c2C1	11	5	4	10	0.3	-4	3	0.8	14
CCOC(=O)Cc1csc(NC(=S)NC(=O)c2cc(OC)c(OC)c(OC)c2)n1	5	nt	7	-13	2.7	4	-3	1.0	19
CCCOc1ccc(Br)cc1CSC(=N)N	24	3	8	58	1.8	-11	-28	2.3	10
C/C=C/c1ccc(OCC(O)CN2CCCCCCC2)c(OC)c1 (configuration not stated)	-15	16	6	-8	-1.2	23	-19	-0.2	11
COc1cccc2sc(Nc3nc4ccc(NC(C)=O)cc4s3)nc12	37	12	11	-54	2.9	80*[fluorescence artefact?]	7	0.1	-76
CC(=O)Oc1ccc(/C=C2\N=C(C3CCCCC3)OC2=O)cc1	5	-4	5	56	1.3	-13	7	1.1	-16
O=C(CN1CCN(C(=O)c2ccccc2F)CC1)Nc1ccc(Br)cc1	5	-3	23	29	3.3	-6[fluorescence artefact?]	8	2.1	12
CCOc1ccccc1N(CC(=O)Nc1c(C)n(C)n(-c2ccccc2)c1=O)S(=O)(=O)c1ccccc1	-23	3	6	19	0.1	-13	11	0.4	-3
Cc1ccc(S(=O)(=O)c2nnn3c2nc(N2CCCCC2)c2ccccc23)cc1	20	-6	5	13	-2.3	-37	9	0.5	40
CCOC(=O)CNc1c(-c2ccc(F)cc2)nc2cnccn12	-5	1	16	nt	0.0	nt	12	-0.1	nt
CCOC(=O)c1c(N)sc2c(O)c(Br)ccc12	-8	3	4	-15	-1.6	64[fluorescence artefact?]	-9	0.8	-37
O=C1c2cccc3c([N+](=O)[O-])ccc(c23)C(=O)N1c1nccs1	-5	-5	55*	110*	-2.7	3[fluorescence artefact?]	-2	-1.6	-26
O=C(CNc1cc(S(=O)(=O)N2CCCC2)ccc1OCC(F)(F)F)Nc1cccc(C(F)(F)F)c1	-9	-4	3	58	-1.8	-7	12	0.5	-19
O=C(NNS(=O)(=O)c1ccccc1)C1CCN(S(=O)(=O)c2ccc(Cl)cc2)CC1	1	3	14	-5	0.5	1	10	-0.1	14
Cc1ccc(NC(=O)C2C3C=CC4(CN(Cc5cccnc5)C(=O)C24)O3)cc1 (configuration not stated)	4	8	5	-4	1.1	12	2	0.5	-4

Filtered by structure, the compounds so far with four or more nitrogen atoms
SMILES	PPC-1+TRAIL kill	NPY-Y1 antag	PGE2 EP2 inh	CHOP inh	TRPN1 ag	14-3-3 Bad PPI	NPY1 pot ag	TRPML3 ag	EP2 modulator
COc1cccc(/C=N/NC(=O)CNC(=O)c2ccc(S(=O)(=O)N3CCCC3)cc2)c1OC	28	-1	6	-3	-0.8	3	20	0.3	6
Cc1cccc(-n2ncc3c(NCCc4ccc(S(N)(=O)=O)cc4)ncnc32)c1	6	-6	14	9	1.8	27	12	-0.2	-18
COc1cc(C(=O)NCc2nnc(SCC(=O)Nc3nc4ccc(C)cc4s3)o2)cc(OC)c1OC	5	4	8	-36	0.1	8	4	-0.1	17
CCN1CCc2nc3ccccc3c(C(=O)Nc3ccc(C#N)cc3)c2C1	11	5	4	10	0.3	-4	3	0.8	14
COc1cccc2sc(Nc3nc4ccc(NC(C)=O)cc4s3)nc12	37	12	11	-54	2.9	80*[fluorescence artefact?]	7	0.1	-76
CCOc1ccccc1N(CC(=O)Nc1c(C)n(C)n(-c2ccccc2)c1=O)S(=O)(=O)c1ccccc1	-23	3	6	19	0.1	-13	11	0.4	-3
Cc1ccc(S(=O)(=O)c2nnn3c2nc(N2CCCCC2)c2ccccc23)cc1	20	-6	5	13	-2.3	-37	9	0.5	40
CCOC(=O)CNc1c(-c2ccc(F)cc2)nc2cnccn12	-5	1	16	nt	0.0	nt	12	-0.1	nt

Continued:
SMILES	PPC-1+TRAIL kill	NPY-Y1 antag	PGE2 EP2 inh	CHOP inh	TRPN1 ag	14-3-3 Bad PPI	NPY1 pot ag	TRPML3 ag	EP2 modulator
COC(=O)c1ccc(NC(=S)NCC2CC2)cc1	nt	-7	10	11	7.4	-9	25	3.8	-18
c1ccc(N2CCN(c3nc4ccccc4n4nnnc34)CC2)cc1	18	9	17	19	0.0	2	6	1.2	33
CNc1nc(-c2ccccc2)nnc1C(F)(F)F	25	8	11	-7	-0.3	10	34	0.7	10
Cc1cc(Nc2nc3c(c(=O)n(C)c(=O)n3C)n2C)n(-c2ccc(Cl)cc2)n1	17	-5	16	62	2.1	1	-8	0.1	18
COc1ccc(-c2ccc3c(N)c(C(=O)c4ccc(OC)c(OC)c4)sc3n2)cc1	0	-4	7	19	0.5	86*[fluorescence artefact?]	19	1.2	-4
O=C1c2ccccc2C(=O)C1c1ccnc2ccccc12	86*[5 µM]	2	6	83*	-1.0	62	15	0.3	-29
CCc1ccc(N2CC(C(=O)Nc3nccs3)CC2=O)cc1 (configuration not stated)	-7	2	19	43	0.2	11	13	-0.2	-5
O=C(OCc1nnc(-c2ccccc2)o1)c1cc([N+](=O)[O-])ccc1Cl	0	-1	-2	-3	0.4	0	-5	-0.1	-55
CC(OC(=O)CCCc1nc2ccccc2s1)C(=O)NC(N)=O (configuration not stated)	20	nt	12	16	2.2	-15	4	0.5	-13
Cn1c(SCC(=O)c2ccc3c(c2)OCO3)nnc1C1COc2ccccc2O1 (configuration not stated)	-5	4	13	14	0.4	-4	-14	-0.1	-59
Cc1c(C(=O)O)cccc1-n1c(C)cc(/C=N/NC(=O)c2cc3ccccc3o2)c1C	15	6	11	-4	-0.8	-5[fluorescence artefact?]	-7	0.0	5
Cn1cnnc1Sc1cc(N2CCN(S(=O)(=O)c3ccccc3)CC2)ccc1[N+](=O)[O-]	17	4	6	-18	-1.7	-17	0	-1.1	4
CNc1nc(-c2ccccc2)nc(-c2ccc(OC)cc2)c1C#N	11	11	6	-2	0.0	-3	-6	1.0	13
CC(N=C1CC(C)(C)CC(=O)/C1=C(/O)CCCN1C(=O)c2ccccc2C1=O)C(=O)O (configuration not stated)	-7	7	7	0	0.9	-18	3	0.8	38
O=C1CCC(=O)N1CNc1cccnc1	13	-2	10	27	-0.8	-9	3	0.0	24
COc1cccc(OC)c1C(=O)Nn1c(-c2cccc(C)c2)nc2ccccc2c1=O	24	12	2	9	0.2	3	-6	1.1	8
OCCNC(=S)Nc1cccc(Cl)c1Cl	8	nt	15	3	0.1	-1	13	0.3	3
Cc1csc(NC(=O)Nc2ccc(Cl)cc2)n1	4	8	11	5	11	-7	-5	5.4	-23
COc1cc(/C=N/Nc2nc(Nc3ccccc3)nc(N3CCOCC3)n2)ccc1OC(=O)c1ccco1	41	-3	8	-30	0.6	-16	-9	0.5	-43
O=C(N/N=C/c1cccs1)c1cccc(S(=O)(=O)Nc2ccc(Cl)cc2)c1	27	-2	4	7	0.0	-11	12	-0.7	-16

14-3-3 Bad PPI, entries above that show a hit
compound	NPY-Y1 antag	CHOP inh	14-3-3 Bad PPI	NPY1 pot ag	TRPML3 ag	EP2 modulator
COc1cccc2sc(Nc3nc4ccc(NC(C)=O)cc4s3)nc12	12	-54	80*[fluorescence artefact?]	7	0.1	-76
COc1ccc(-c2ccc3c(N)c(C(=O)c4ccc(OC)c(OC)c4)sc3n2)cc1	-4	19	86*[fluorescence artefact?]	19	1.2	-4

Continued.
SMILES	PPC-1+TRAIL kill	NPY-Y1 antag	PGE2 EP2 inh	CHOP inh	TRPN1 ag	14-3-3 Bad PPI	NPY1 pot ag	TRPML3 ag	EP2 modulator
CN1N=C(C(C)(C)C)CSC1=Nc1ccccc1	4	nt	3	-7	-1.8	-4	12	-0.1	9
COc1ccc(OC)c(-c2nnc(SCC(=O)N3CCOCC3)o2)c1	-4	4	12	17	1.8	13	-24	0.1	2
S=C(NCC1CCCO1)Nc1cccc(Cl)c1 (configuration not stated)	32	3	4	0	-0.3	-13	-1	0.6	-2
COc1ccc(NC(=O)C2c3cc(OC)c(OC)cc3C(=O)N(C)C2c2cccnc2)cc1OC (configuration not stated)	-6	0	8	-5	0.1	9[fluorescence artefact?]	21	1.1	11
O=C(O)CCC(=O)NNc1ncnc2ccccc12	15	6	6	2	1.2	-21	10	0.8	16
C=CC[n+]1c(-c2ccc(OCC)cc2)csc1NNC(=O)Nc1ccccc1	30	-14	9	73*	1.1	-10	95*	0.6	-42
COc1cc(C(c2c(C)[nH][nH]c2=O)c2c(C)[nH][nH]c2=O)ccc1OC(C)C	14	-4	5	-16	1.3	-18	-4	0.8	12
O=C(Cc1cccs1)N1CCN(c2cccc(Cl)c2)CC1	0	1	4	23	-1.2	-10	-16	0.3	-60
COc1cccc(/C=C/C(=O)NCc2cn3cc(Cl)ccc3n2)c1	13	4	12	3	-1.1	0	-36	0.0	-40
CCN1C(=O)C(CC(=O)NC2CCCCC2)N(CC)C1=O (configuration not stated)	1	0	6	-21	0.9	3	2	0.5	7
O=c1[nH]c(CN2CCCC2)nc2sc3c(c12)CCC3	18	9	5	20	1.3	-17	-4	0.8	16
Cc1nn(-c2ccccc2)c2sc(C(=O)N(CC(=O)NC3CCCC3)Cc3ccco3)cc12	41	0	17	17	1.3	4	-16	-0.4	5
CCOC(=O)NNC(=O)NCCCCCCNC(=O)NNC(=O)OCC	7	nt	12	-18	-0.1	-5	18	0.9	19
